Bioassay records deposited in PubChem BioAssay by National Center for Advancing Translational Sciences (NCATS).
LmPK inhibitor – qHTS Assay for Inhibitors of Leishmania Mexicana Pyruvate Kinase (LmPK); hit rate 0.37% among 290,000; purified LmPK, Kinase-Glo ATP luminescence, 1 h; Potency, µM (series often up to 57.5 µM), for the others: at the highest dose activity change, negative = inhibition, hits mostly inhibitors; Q27686; further: potency means the concentration at half of the fitted maximal effect
Target sequence (Q27686 whole entry, looked up): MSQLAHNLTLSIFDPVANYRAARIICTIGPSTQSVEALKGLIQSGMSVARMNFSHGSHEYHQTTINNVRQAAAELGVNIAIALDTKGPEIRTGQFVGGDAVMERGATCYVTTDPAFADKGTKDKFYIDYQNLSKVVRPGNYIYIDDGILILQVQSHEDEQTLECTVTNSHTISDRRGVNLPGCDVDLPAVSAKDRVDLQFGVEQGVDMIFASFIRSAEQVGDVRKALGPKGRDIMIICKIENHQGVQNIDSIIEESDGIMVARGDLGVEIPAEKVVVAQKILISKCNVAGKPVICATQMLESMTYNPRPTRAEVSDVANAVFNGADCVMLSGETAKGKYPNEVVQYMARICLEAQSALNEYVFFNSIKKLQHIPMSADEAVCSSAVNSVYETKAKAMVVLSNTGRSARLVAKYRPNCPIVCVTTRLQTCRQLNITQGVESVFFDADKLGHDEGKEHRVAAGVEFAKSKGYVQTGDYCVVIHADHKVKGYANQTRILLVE
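In 50 mM imidazole pH 7.2 with 7 mM MgCl2, LmPK (0.1 nM) turned over PEP (0.5 mM) and ADP (0.1 mM) for 1 h at room temperature. Luciferase read-out of ATP.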
AmpC inh detg – qHTS Inhibitors of AmpC Beta-Lactamase (assay with detergent). hit rate 0.041% among 370,000. Potency, µM (series often up to 114 µM), inactives show at the top dose activity change, negative = inhibition, actives largely listed as inhibitors. AmpC hydrolysis of nitrocefin, absorbance 480 nm, 0.01% Triton;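 further: potency means the concentration at half of the fitted maximal effect; 0% = no-compound wells and -100% = no-enzyme wells; nearly all actives have a fitted effect of over 25% in size; some results filed as inactive show a strong effect at the top dose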
Target sequence (P00811 whole entry, looked up): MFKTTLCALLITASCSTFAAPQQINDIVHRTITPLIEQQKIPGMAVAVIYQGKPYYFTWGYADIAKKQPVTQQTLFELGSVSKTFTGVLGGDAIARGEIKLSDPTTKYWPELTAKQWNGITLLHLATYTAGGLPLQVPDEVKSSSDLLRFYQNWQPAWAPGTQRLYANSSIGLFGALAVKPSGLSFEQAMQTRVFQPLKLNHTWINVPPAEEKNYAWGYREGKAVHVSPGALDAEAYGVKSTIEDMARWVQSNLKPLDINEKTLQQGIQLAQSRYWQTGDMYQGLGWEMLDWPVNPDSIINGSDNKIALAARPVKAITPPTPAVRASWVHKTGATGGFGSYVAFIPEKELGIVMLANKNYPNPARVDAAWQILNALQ
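20 mM phosphate pH 7.0 + 0.01% (detergent screen) or 0.0001% Triton X-100; 5.3 nM AmpC reagent; cpd preinc 15 min RT; nitrocefin (800 uM stock) to start; A480 q20 s × 4 min; Activity was normalised to no-enzyme and no-compound control wells.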
Sm TGR block – qHTS Assay for the Inhibitors of Schistosoma Mansoni Peroxiredoxins; purified TGR, DTNB reduction, TNB absorbance 405 nm; Potency, µM (titrated, usually from 114 µM), without a hit: top-dose activity change, negative = inhibition, hits mostly inhibitors; hit rate 3% among 360,000; further: potency means the concentration at half of the fitted maximal effect; nearly all actives have a fitted effect of over 60% in size
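First, TGR (20 nM dispensed) and NADPH were mixed with compound. Second, a 15 min room-temperature incubation followed. Third, further NADPH and then DTNB were added to start the reaction. Finally, TNB absorbance was monitored kinetically.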
AMA1 RON2 block – qHTS for Inhibitors of AMA1-RON; Towards Development of Antimalarial Drug Lead: Primary Screen; Plasmodium falciparum AMA1 (3D7) - RON2 peptide interaction; AlphaScreen AMA1-biotinylated RON2 peptide binding; Potency, µM (highest dose often 58.2 µM), without a hit: top-dose activity change, negative = inhibition, hits mostly inhibitors; hit rate 0.2% among 360,000;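 further: potency means the concentration at half of the fitted maximal effect; 0% = vehicle wells and -100% = peptide control; nearly all actives have a fitted effect of over 45% in size; some results filed as inactive show a strong effect at the top dose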
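AMA1 (3D7) with his tag at 25 nM final met compounds first, then biotinylated RON2 peptide at 25 nM; detection used donor plus acceptor beads, 10 µg/mL apiece, read by AlphaScreen after 30 min at room temperature.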
HCMV inh – qHTS Assay for inhibitors of the human cytomegalovirus (HCMV) | HFF cells, HCMV-luciferase reporter, 72 h; active compounds read low | activity change, negative = inhibition, % at 57.5 µM | hit rate 4.5% among 410,000 | AID 1259415, 2018; in the data active means activity change below about -60%; inconclusive means no clear call, values can overlap the other calls; inactive means above about -39%
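Luciferase read-out from HCMV-luciferase-infected HFFs (MOI 1 PFU/cell) 72 h post infection at 37C; compounds added after 16 h cell attachment; activity normalized between buffer-only basal and Salinomycin (10uM) inhibitor controls.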
AmpC no deterg – qHTS Inhibitors of AmpC Beta-Lactamase (assay without detergent). Potency, µM (top dose mostly 57.1 µM), without a hit: at the highest dose activity change, negative = inhibition, usual class: inhibitors. P00811. AmpC nitrocefin hydrolysis, absorbance 480 nm, 0.0001% Triton. hit rate 0.52% among 330,000. AID 485341, 2010;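 further: potency means the concentration at half of the fitted maximal effect; plate controls were no compound for no effect and no enzyme for full effect; nearly all actives have a fitted effect of over 20% in size; some results filed as inactive show a strong effect at the top dose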
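AmpC (5.3 nM in the dispensed reagent) in 20 mM phosphate pH 7.0 with 0.01% (detergent screen) or 0.0001% Triton X-100 was preincubated with compounds for 15 min at room temperature. Nitrocefin was then added from an 800 uM solution, and hydrolysis was followed at 480 nm.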
TbPYK inhibitor – qHTS of Trypanosoma Brucei Inhibitors | pyruvate kinase (Trypanosoma brucei), Q57TT1 | TbPYK enzyme, Kinase-Glo Plus ATP luminescence, 45 min | Potency, µM (series often up to 76.8 µM), for inactives: at the highest dose activity, negative = inhibition, most hits filed as inhibitors | hit rate 0.12% among 410,000; further: potency means the concentration at half of the fitted maximal effect; nearly all actives have a fitted effect of over 50% in size
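Enzyme and substrate buffer are dispensed first and compound is pin-transferred. ADP at 130 uM final then starts the reaction, which runs 45 min at room temperature. Detection reagent is added for 10 min before luminescence is imaged.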
The depositor's hits bear a star; & = joins results of further samples; [ ] = dose if it differs, or a comment. Unless noted, the call rests on the fitted dose curve; in most records, active means well fitted curve in the direction sought with a large enough effect; inconclusive means small, poorly fitted or top-dose-only effect, or another doubt; inactive means no such curve, though single readings can be large; an effect the other way counts as inactive or inconclusive. Unless noted, on the % scale 0 is the no-effect control and ±100 the full control effect.

`CCCn1nc([N+](=O)[O-])c(C(C#N)c2nc3ccccc3s2)c(Cl)c1=O` (stereo not drawn) gave LmPK inhibitor inconclusive, AmpC inh detg -11%, Sm TGR block 1.3µM*, AMA1 RON2 block inconclusive, HCMV inh -90*, AmpC no deterg 14µM* and TbPYK inhibitor -32%.
CCOc1ccc(NC(=O)N(CC(C)C)CC(C)C)cc1 was read as LmPK inhibitor 5%, AmpC inh detg -4%, Sm TGR block -4%, AMA1 RON2 block -4%, HCMV inh 25, AmpC no deterg 0% and TbPYK inhibitor -3%.
CN1CCN(c2nnc(-c3ccc(Cl)cc3)c3ccccc23)CC1 was read as LmPK inhibitor -2%, AmpC inh detg 1%, Sm TGR block -15%, AMA1 RON2 block -11%, HCMV inh inconclusive, AmpC no deterg 30% and TbPYK inhibitor 4%.
For CCCCn1nnnc1C(c1cc2ccccc2o1)N1CCCN(C(=O)OC(C)(C)C)CC1 (stereo not drawn) the results were AMA1 RON2 block 0%, HCMV inh -15 and TbPYK inhibitor 4%.
Screening CN(C)S(=O)(=O)c1cccc(NC(=O)COC(=O)COc2ccccc2[N+](=O)[O-])c1 returned LmPK inhibitor 2%, AmpC inh detg -3%, Sm TGR block -5%, AMA1 RON2 block 0%, HCMV inh 13, AmpC no deterg -35% and TbPYK inhibitor -8%.
`O=C(N/N=C/c1cccn1-c1ccc(O)cc1)c1cccc2ccccc12` gave LmPK inhibitor -8%, AmpC inh detg 1%, Sm TGR block -4%, AMA1 RON2 block 18%, HCMV inh 21, AmpC no deterg -47% and TbPYK inhibitor 4%.
CCOC(=O)c1c(C)oc2nc(C)nc(N(CC(C)C)CC(C)C)c12 was read as AmpC inh detg 24%, Sm TGR block 0%, HCMV inh -31 and TbPYK inhibitor -4%.
`O=C(Nc1cccc(C(F)(F)F)c1)C(=O)N1CCCCC1` gave LmPK inhibitor 6%, AmpC inh detg 0%, Sm TGR block 1%, AMA1 RON2 block 2%, HCMV inh -27, AmpC no deterg 17% and TbPYK inhibitor -5%.
O=C(Cc1cccc([N+](=O)[O-])c1)Nc1ccc(C(=O)N2CCCCC2)cc1 was read as AMA1 RON2 block -2%, HCMV inh -33, AmpC no deterg -29% and TbPYK inhibitor -5%.
`Cc1nn(C)c2c1c(C(F)(F)F)cc(=O)n2CC(=O)N1CCCCC1` gave AmpC inh detg 17%, Sm TGR block 0%, HCMV inh -8 and TbPYK inhibitor 3%.
`CC(=O)c1ccc(OCC(=O)Nc2ccccc2C(=O)NC2CC2)cc1` gave LmPK inhibitor 2%, AmpC inh detg -6%, Sm TGR block 2%, AMA1 RON2 block 3%, HCMV inh -37, AmpC no deterg -18% and TbPYK inhibitor -2%.
For O=C(CN1C(=O)c2ccccc2C1=O)Nc1nnc(C2CCCO2)s1 (stereo not drawn) the results were LmPK inhibitor 2%, AmpC inh detg -10%, Sm TGR block 0%, AMA1 RON2 block 36%[activator], HCMV inh 89, AmpC no deterg -18% and TbPYK inhibitor 0%.
Screening COc1ccc(C)cc1NC(=O)CCN1CCN(c2ccccc2)CC1 returned LmPK inhibitor 0%, AmpC inh detg 1%, Sm TGR block 0%, AMA1 RON2 block 12%, HCMV inh inconclusive, AmpC no deterg 64%[activator] and TbPYK inhibitor 1%.
For COc1ccc(NC(C)=O)cc1NC(=O)CN1CCN(S(=O)(=O)c2ccc(C(C)C)cc2)CC1 the results were LmPK inhibitor 1%, AmpC inh detg 1%, Sm TGR block -7%, AMA1 RON2 block 3%, HCMV inh -20, AmpC no deterg 2% and TbPYK inhibitor -5%.
Screening COc1ccc(NC(=O)c2cc([N+](=O)[O-])ccc2NC(=O)CNCc2ccccn2)c(OC)c1 returned LmPK inhibitor 2%, AmpC inh detg -10%, Sm TGR block -18%, AMA1 RON2 block 39%[activator], HCMV inh 55, AmpC no deterg 15% and TbPYK inhibitor -2%.
For CCC(C)C(=O)N1CCc2cc(-c3csc(N)n3)ccc21 (stereo not drawn) the results were LmPK inhibitor -5%, AmpC inh detg inconclusive, Sm TGR block 6%, AMA1 RON2 block 2%, HCMV inh 109, AmpC no deterg -26% and TbPYK inhibitor -6%.
Cn1cc(CCNC(=O)C2CCC(=O)N(CCc3ccc(Cl)cc3)C2)cn1 (stereo not drawn) was read as LmPK inhibitor 6%, AmpC inh detg inconclusive, Sm TGR block 2%, AMA1 RON2 block 12%, HCMV inh 21, AmpC no deterg -1% and TbPYK inhibitor 12%.
Cc1nn(-c2ccc(Cl)cc2)c(Cl)c1/C=N/NC(=O)c1ccc(NS(=O)(=O)c2cccs2)cc1 was read as AMA1 RON2 block 80%[activator], HCMV inh 30 and TbPYK inhibitor -21%.
For C=CCn1c(=O)/c(=C2/Sc3cc(OC)ccc3N2C)s/c1=C1\C(=O)N(CC)C(=S)N1C the results were LmPK inhibitor -15%, AmpC inh detg inconclusive, Sm TGR block 0%[57.1 µM] and AmpC no deterg -9%.
O=C(/C=C/c1ccc2c(c1)OCO2)Nc1ccc(Cl)cn1 was read as LmPK inhibitor 1%, AmpC inh detg inconclusive, Sm TGR block 1%, AMA1 RON2 block -1%, HCMV inh -29, AmpC no deterg -17% and TbPYK inhibitor -6%.
For CCN1C(=O)[C@H]2[C@@H](c3ccc(-c4ccccc4)cc3)N3CCCC[C@@]3(C(=O)OC)[C@H]2C1=O the results were AmpC inh detg -10%, Sm TGR block inconclusive, AMA1 RON2 block -11%, HCMV inh 0, AmpC no deterg 115%[activator] and TbPYK inhibitor 2%.
`O=C(C1=C[C@@H](c2coc3ccccc3c2=O)C[C@@H](OCc2ccc(CO)cc2)O1)N1CCCCCCC1` gave LmPK inhibitor 5%, AmpC inh detg -5%, Sm TGR block -16%, AMA1 RON2 block 0%, AmpC no deterg 56% and TbPYK inhibitor -5%.
For Fc1ccc(Nc2c3c(nc4ccccc24)CCC3)cc1 the results were LmPK inhibitor -2%, AmpC inh detg inconclusive, Sm TGR block 17%&3%, AMA1 RON2 block -8%, HCMV inh -64*, AmpC no deterg -26% and TbPYK inhibitor -18%&0%.
Cc1cc(-c2ccc(C)c(S(=O)(=O)NCCCN(Cc3ccccc3)C(C)C)c2)on1 was read as LmPK inhibitor 0%, AmpC inh detg 2%, Sm TGR block 64%[activator], AMA1 RON2 block 8%, HCMV inh inconclusive, AmpC no deterg 49% and TbPYK inhibitor 2%.
For COc1ccc(Nc2ncnc3onc(C)c23)cc1Cl the results were AmpC inh detg 26%, Sm TGR block 6%, HCMV inh -7 and TbPYK inhibitor -3%.
`NC(=O)CC(NC(=O)Cc1cccc2ccccc12)c1ccc(NCC2CC2)c([N+](=O)[O-])c1` (stereo not drawn) gave LmPK inhibitor 2%, AmpC inh detg 1%, Sm TGR block 10%, AMA1 RON2 block 4%, HCMV inh 22, AmpC no deterg -2% and TbPYK inhibitor -5%.
CCC(=O)c1c[nH]c(C(=O)N2CCOCC2)c1 was read as LmPK inhibitor -3%, AmpC inh detg 0%, Sm TGR block -1%, AMA1 RON2 block -4%, HCMV inh 66, AmpC no deterg -10% and TbPYK inhibitor 1%.
Screening CCOc1ccc(-c2nnc(SCc3nnc(-c4ccccc4)o3)n2-c2ccccc2F)cc1 returned LmPK inhibitor 8%, AmpC inh detg -4%, Sm TGR block -6%[11.4 µM], AMA1 RON2 block 1%, HCMV inh -35, AmpC no deterg -14% and TbPYK inhibitor -26%.
For O=C(c1ccc(Cl)cc1)c1cn[nH]c1-c1ccccc1O the results were LmPK inhibitor 10%, AmpC inh detg 1%, Sm TGR block -19%, AMA1 RON2 block 82%[activator], HCMV inh -32 and AmpC no deterg -36%.
For O=c1c(Cc2ccccc2)c(O)nc2n1CCCS2 the results were LmPK inhibitor -2%, AmpC inh detg -3%, Sm TGR block -4%, AMA1 RON2 block 11%, HCMV inh -10, AmpC no deterg -16% and TbPYK inhibitor 11%.
For COc1ccc(/C(O)=C2\C(=O)C(=O)N(Cc3ccco3)C2c2cc(OC)ccc2OC)cc1 (stereo not drawn) the results were LmPK inhibitor 0%, AmpC inh detg -3%, Sm TGR block 5%, AMA1 RON2 block -4%, HCMV inh 11, AmpC no deterg -28% and TbPYK inhibitor -8%.
O=S(=O)(c1ccc2[nH]ccc2c1)N1CCCCCC1 was read as LmPK inhibitor 7%, AmpC inh detg -8%, Sm TGR block 7%, AMA1 RON2 block -2%, HCMV inh inconclusive, AmpC no deterg -28% and TbPYK inhibitor 0%.
Screening NC(=S)NN=C1CCCCC12CCCC2 returned AMA1 RON2 block 57%[activator], HCMV inh -38 and TbPYK inhibitor 1%.
For COc1ccc(N2C(=O)c3ccccc3C2=O)cc1 the results were LmPK inhibitor -16%, AmpC inh detg 2%, Sm TGR block 2%[57.1 µM], AMA1 RON2 block -1%, HCMV inh inconclusive, AmpC no deterg -9% and TbPYK inhibitor 1%.
Screening Nc1nc2c(ncn2[C@@H]2O[C@H](CNC(=O)[C@H](N)C3CCCCC3)[C@@H](O)[C@H]2O)c(=O)[nH]1 returned AMA1 RON2 block 17%, HCMV inh -2 and TbPYK inhibitor -1%.
`O=C(Nc1cccc(Cl)c1Cl)c1ccncc1` gave LmPK inhibitor -5%, AmpC inh detg 1%, Sm TGR block 6%, AMA1 RON2 block -12%, HCMV inh 12, AmpC no deterg 1% and TbPYK inhibitor 0%.
CC1Cc2cc(/C(O)=C3/C(=O)C(=O)N(CCN4CCOCC4)C3c3cccc(O)c3)ccc2O1 (stereo not drawn) was read as LmPK inhibitor 5%, AmpC inh detg 2%, Sm TGR block inconclusive, AMA1 RON2 block 34%[activator], HCMV inh -23, AmpC no deterg -17% and TbPYK inhibitor 10%.

Random excerpt: two compounds from above, in no set order.
For CCN1C(=O)[C@H]2[C@@H](c3ccc(-c4ccccc4)cc3)N3CCCC[C@@]3(C(=O)OC)[C@H]2C1=O the results were AmpC inh detg -10%, Sm TGR block inconclusive, AMA1 RON2 block -11%, HCMV inh 0, AmpC no deterg 115%[activator] and TbPYK inhibitor 2%.
Screening CCOc1ccc(-c2nnc(SCc3nnc(-c4ccccc4)o3)n2-c2ccccc2F)cc1 returned LmPK inhibitor 8%, AmpC inh detg -4%, Sm TGR block -6%[11.4 µM], AMA1 RON2 block 1%, HCMV inh -35, AmpC no deterg -14% and TbPYK inhibitor -26%.
